From PubChem
HIF activator = HIF pathway transcriptional activators, primary screen, cell-based, U2OS HRE-luciferase, luminescence. activation, % at 7.5 µM (by protocol). U2OS HRE-luciferase reporter; normalized: DMSO 0%, desferrioxamine 100%. actives 0.32% (n = 300,000). AID 1910, 2009;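 active = mean activation of at least 10% of the iron chelator positive control signal, with at least half of replicates also reaching 10%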
aSyn 5UTR inh = MLPCN primary screen, SNCA 5' untranslated region; AID 1813, 2009; alpha-synuclein 5'UTR reporter, inhibitor activity; actives 0.82% (n = 300,000); inhibition, % (tested at 7.5 µM); in the data active = inhibition above about 60%;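 also: H4 neuroglioblastoma cells stably carrying SNCA 5'UTR luciferase fusion; 0% = DMSO wells and 100% = positive control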
TRPC4 act = activators of mouse TRPC4 channel, primary screen, Fluo4 calcium, HEK293 TRPC4beta/mu-opioid cells | actives 0.49% (n = 310,000) | Fluo4 calcium fluorescence; hits give high values | AID 2237, 2010 | Short transient receptor potential channel 4 (Mus musculus), Q9QUQ5 | B-score at 10 µM;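 active = B-score above 5 SD of library B-scores, and initial fluorescence ratio not above library mean plus 5 SD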;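 also: positive B-score marks a calcium rise read as TRPC4 activation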
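Assay system: HEK293 stable line with TRPC4beta plus mu-opioid receptor; schedule: 45 min room-temperature Fluo4 loading, 110 s read; technique: kinetic Fluo4 calcium fluorescence; evaluation: integrated baseline-normalised fluorescence ratio, converted to per-well B score; controls: buffer (low) and maximal DAMGO (high)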
KLF5 inh = KLF5 expression inhibitors, primary screen, DLD-1 cells, luminescence | DLD-1 KLF5 promoter-luciferase reporter | inhibition, % at 5 µM | actives 0.23% (n = 290,000) | AID 1700, 2009;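 active = inhibition above a per-plate limit of that plate's mean compound inhibition plus 3 SD, cut at about 60% in these data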;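 also: 0% = DMSO wells and 100% = LY294002 at 200 µM; higher means less KLF5 promoter-driven luciferase light; inactives centre near -14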
TRPC4 block = inhibitors of mouse TRPC4 channel, primary screen, Fluo4 calcium, HEK293 TRPC4beta/mu-opioid cells; Short transient receptor potential channel 4 (Mus musculus), Q9QUQ5; DAMGO-evoked Fluo4 calcium flux; hits give low values; B-score at 10 µM; actives 0.39% (n = 300,000);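 active = B-score over 3 SD under the library average, no early fluorescence shift, positive overall ratio signal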
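Assay system: HEK293 cells with stable TRPC4beta plus mu-opioid receptor expression. Dosing: single dose. Measured by: Fluo4 Ca2+ flux fluorescence. Also added: DAMGO in two steps, submaximal then maximal. Read-out: B score from integrated Fluo4 fluorescence ratio.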
SKKanGAS inh = S. pyogenes SKKanGAS growth inhibitors in kanamycin, primary screen, streptokinase expression inhibitor project, SKKanGAS strain, BacTiter-Glo luminescence; 6 h; inhibition, % at 7.5 µM; actives 1.3% (n = 300,000); AID 1662, 2009;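 active = mean replicate score, as percent of positive control median, at least 50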;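 also: strain carries kanamycin resistance gene driven by streptokinase promoter and grows in 40 µg/ml kanamycin; loss of luminescence reflects streptokinase promoter inhibition or plain growth inhibition; 0% = median of DMSO wells and 100% = positive control at its reference dose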
TRPC4 PAM = positive allosteric modulators of TRPC4, primary screen, cell-based, mouse TRPC4beta, HEK293 mu-opioid, Fluo-4 calcium; DAMGO EC20, Fluo-4 Ca2+ flux; hits give high values; B-score at 10 µM; actives 0.42% (n = 310,000);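 active = B-score of calcium response area above 5 SD of library B-scores, with initial fluorescence ratio within 5 SD of library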;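 also: B-score of integrated fluorescence ratio over time as area under calcium response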
MrgX1 antagonist = antagonists of human MrgX1 receptor, primary screen, HEK293 cells, Fluo-4 calcium flux | BAM8-22 antagonism; hits give low values | B-score at 10 µM | actives 1.3% (n = 310,000) | AID 588676, 2011;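 active = calcium-response B-score plate-corrected more than 3 library SD below zero, starting fluorescence within 5 deviations, no agonist response on first addition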;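 also: peak minus trough fluorescence over baseline after final BAM8-22 challenge near maximal dose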
Target sequence (Q96LB2 whole entry, looked up): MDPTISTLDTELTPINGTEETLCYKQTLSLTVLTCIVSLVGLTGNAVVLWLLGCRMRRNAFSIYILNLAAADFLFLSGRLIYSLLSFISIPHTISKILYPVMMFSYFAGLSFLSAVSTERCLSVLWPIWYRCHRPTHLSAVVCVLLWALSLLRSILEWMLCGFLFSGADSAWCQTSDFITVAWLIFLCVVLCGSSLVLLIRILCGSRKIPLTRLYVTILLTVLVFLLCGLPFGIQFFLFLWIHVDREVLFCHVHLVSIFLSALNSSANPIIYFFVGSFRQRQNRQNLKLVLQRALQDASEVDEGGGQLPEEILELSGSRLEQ
IEC-6 tox = cytotoxicity in IEC-6 intestinal epithelial cells, primary screen, cytotoxicity control for KLF5 inhibitor project, cell-based, luminescence; inhibition, % at 5 µM; IEC-6 cytotoxicity, luminescence viability; actives 0.78% (n = 290,000); AID 1825, 2009; in the data active = inhibition above about 22%;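 also: 0% = plate median of test compound wells and 100% = cytotoxic reference compound wells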
TRPC6 inhibitor = mouse TRPC6 channel inhibitors, primary screen, cell-based, HEK293, membrane potential dye; Short transient receptor potential channel 6 (Mus musculus), Q61143; ACh-evoked depolarization; hits give low values; B-score at 10 µM; actives 1.1% (n = 310,000);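 active = B-score under library mean minus 3 SD, initial fluorescence not abnormally high, positive integrated signal ratio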;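 also: B-score derived from integrated fluorescence ratio over the kinetic read; more negative B-score means stronger inhibition of depolarization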
TRPC6 activator = mouse TRPC6 channel activators, primary screen, cell-based, HEK293, membrane potential dye | AID 2550, 2010 | Short transient receptor potential channel 6 (Mus musculus), Q61143 | B-score at 10 µM | actives 0.13% (n = 310,000) | HEK293-TRPC6 membrane potential dye fluorescence; hits give high values;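 active = B-score of the integrated fluorescence ratio above library mean plus 3 SD, and starting fluorescence ratio within library mean plus 5 SD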;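 also: higher score means more depolarization so channel activation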
The depositor's hits bear a star; i = inactive; nt = not tested or not shown.

SMILES	HIF activator	aSyn 5UTR inh	TRPC4 act	KLF5 inh	TRPC4 block	SKKanGAS inh	TRPC4 PAM	MrgX1 antagonist	IEC-6 tox	TRPC6 inhibitor	TRPC6 activator
COCCn1cc(C(=O)NCCCN2CCC(C)CC2)c2c3ccccc3n(C)c2c1=O	1.2	-17	i	6	i	0	i	i	-2	i	i
CCOC(=O)N1CCN(C(=O)c2ccc(Cl)c(S(=O)(=O)N3CCCC3)c2)CC1	-0.2	10	i	-23	i	4	i	i	-4	i	i
COc1ccc(/C=N/OCc2nc3c4c(ncn3n2)Oc2ccc3ccccc3c2C4c2ccccc2)cc1 (stereo unspecified)	-0.2	-1	i	-26	i	27	i	i	1	i	i
CN(C)c1ccc(C(O)Cc2nc3ccccc3n2C)cc1 (stereo unspecified)	-3.3	-97	i	-82	i	2	i	i	-2	i	i
Cc1cc(C)c(C2C(C#N)=C(N)Oc3n[nH]c(C)c32)cc1CN1CCCC1 (stereo unspecified)	0.2	-2	i	-48	i	8	i	i	2	i	i
CCC(CC)C(=O)NCCc1cc2cc(C)c(C)cc2[nH]c1=O	-0.3	8	i	23	i	-4	i	i	-4	i	i
CCCC/C(O)=C1\C(=O)CC(C)(C)CC1=Nc1ccc(OC)cc1	-0.6	14	i	-19	i	-3	12*	i	1	i	i
CC1=N/C(=C\c2ccc([N+](=O)[O-])cc2)C(=O)N1c1ccc(Br)c(C)c1	nt	-13	i	-3	i	8	i	i	-2	i	i
CCC1=Nc2cc(C(=O)NCCN3CCCC3)ccc2Sc2ccc(C)cc21	0.2	7	i	-5	i	0	i	i	3	i	i
COCCn1c(C)cc(C(=O)COC(=O)c2c(C)nn(Cc3ccccc3)c2C)c1C	-0.6	2	i	-13	i	0	i	i	5	i	i
COc1ccc(N(C)S(=O)(=O)c2cccc(C(=O)Nc3nc4ccccc4[nH]3)c2)cc1	-1.3	6	i	-3	i	24	i	i	-1	i	i
CCCCN(C)C(=O)c1nc2ccccn2c1CN(C)Cc1csc(C)n1	-0.1	-1	i	4	i	-24	i	i	0	i	i
COc1ccc(CC(=O)N2CCc3cc(OC)c(OC)cc3C2)cc1	0.5	11	i	-18	i	-3	i	i	0	i	i
COc1cc(C(=O)NCC(c2cccs2)N(C)C)cc(Cl)c1OC(C)C (stereo unspecified)	-0.1	-15	63*	-27	i	-3	i	i	5	i	i
S=C(Nc1ccc(Nc2ccccc2)cc1)Nc1ccccn1	1.0	-35	i	-12	i	66*	i	i	0	i	i
O=c1[nH]c2c(c3c1CCCC3)CCCC2	-0.3	-11	i	-17	i	3	i	i	-2	i	i
CC(C)(C)c1ccccc1OCC(=O)Nc1ccccc1C(=O)NCc1cccnc1	-0.9	13	i	10	i	-24	i	i	5	i	i
Cc1cc(N2CC(C)OC(C)C2)nc2ccccc12 (stereo unspecified)	0.2	-11	i	-1	i	-4	i	i	3	i	i
CCOC(=O)c1c(C)[nH]c(C(=O)C(C)OC(=O)c2cccc(OCc3c(C)noc3C)c2)c1C (stereo unspecified)	-0.5	33	i	13	i	50*	i	i	-2	i	i
COc1ccc(/C(C)=N/NC(=O)Cc2ccc(Cl)cc2)cc1	0.4	20	i	-50	i	1	i	i	2	i	i
O=C(O)c1cccc(N2C(=O)c3ccc(C(=O)c4cccc([N+](=O)[O-])c4)cc3C2=O)c1	-0.1	5	i	-15	i	4	i	i	-2	i	i
O=C(COc1c(Br)cc(Br)c2cccnc12)Nc1ccccc1F	-0.5	-7	i	-3	i	14	i	i	4	i	i
Clc1ccccc1Sc1cnc2ccccc2n1	0.1	-39	i	-20	i	20	i	i	-8	i	i
COc1cc(NC(=S)N(C)CCC#N)c(OC)cc1Cl	0.0	8	i	-6	i	0	i	i	-5	i	i
O=S(=O)(Nc1ccc(O)c2ccccc12)c1cccs1	-1.0	38	i	-27	i	28	i	i	2	i	i
The list continues.
SMILES	HIF activator	aSyn 5UTR inh	TRPC4 act	KLF5 inh	TRPC4 block	SKKanGAS inh	TRPC4 PAM	MrgX1 antagonist	IEC-6 tox	TRPC6 inhibitor	TRPC6 activator
Cc1ccc(CNC(=O)CCc2c(C)nn(-c3ccc(N4CCOCC4)nn3)c2C)cc1	0.2	-3	i	-19	i	2	i	i	-4	i	i
O=S(=O)(c1ccc(Cl)cc1)N1CCN(Cc2c[nH]c3ccccc23)CC1	0.7	17	i	-32	i	-6	i	i	0	i	i
Cc1ccc(C)c(NC(=O)N2CCCCCC2)c1	-1.0	-20	i	-8	i	3	i	i	0	i	i
Cc1ccc(OCc2cc(C(=O)N(C)Cc3cc(C4CC4)n[nH]3)no2)cc1C	0.5	-37	i	-42	i	-7	i	i	2	i	i
O=C(CSc1nc2c(c(=O)n1-c1ccc(Br)cc1)SCC2)NCc1ccco1	0.0	19	i	2	i	6	i	i	5	i	i
CCOCCCN(C(=O)Nc1ccc(CC)cc1)C1CCN(C(C)=O)CC1	0.1	4	i	-17	i	-3	i	i	-3	i	i
Cc1cc(C)cc(OCC(=O)Nc2ccc(CN3CCCCC3)cc2)c1	-1.8	-9	i	2	i	-2	i	i	-2	i	i
Cc1ccccc1NC(=O)CSc1nc2ccc(Nc3nc(N4CCOCC4)nc(N4CCOCC4)n3)cc2s1	-3.1	24	i	1	i	16	i	nt	4	i	i
Cc1cc2c(cc1S(=O)(=O)Nc1ccc(F)cc1)n(C)c(=O)c(=O)n2C	-0.5	21	i	2	i	-6	i	i	14	i	i
CCc1n(CC(O)COCc2ccccc2)c2ccccc2[n+]1C (stereo unspecified)	0.2	-27	i	19	i	12	i	i	-3	i	i
CC(C)Sc1nc(N)c2c3c(sc2n1)CN(C)CC3	13*	-46	i	-8	i	-2	i	i	2	i	i
O=C(CN1C(=O)NC2(CCCC2)C1=O)NCCN1C(=O)S/C(=C\c2ccccc2F)C1=O	-24	4	i	nt	i	-6	i	i	nt	i	i
CCCCOc1cccc(C(=O)N(Cc2ccccc2)C2CCS(=O)(=O)C2)c1 (stereo unspecified)	-0.1	21	i	-8	i	0	i	i	4	i	i
COc1ccc(-n2nc(C(=O)NCC(=O)Nc3cc(OC)ccc3OC)c3ccccc3c2=O)cc1	-0.3	36	i	-1	i	5	i	i	8	i	i
Nc1c(Cl)ncnc1N1CCCC1	-0.7	4	i	2	i	-4	i	i	1	i	i
COc1cccc(OC)c1C(=O)n1nc(C)cc1C	-0.4	1	i	-21	i	-3	i	i	0	i	i
CC1CCCN(c2ccc(F)cc2N)C1 (stereo unspecified)	0.3	26	i	-18	i	20	i	i	-2	i	i
CCOC(=O)C1(Cc2cccc(F)c2)CCN(Cc2nc(CC)[nH]c2C)CC1	-0.3	1	i	-2	i	-19	i	i	-8	i	i
COc1cc(C2C(C(C)=O)=C(O)C(=O)N2CCc2c[nH]c3ccccc23)ccc1O (stereo unspecified)	-0.5	30	i	-10	i	-6	i	i	-2	i	i
Cc1ccc(-c2nn(-c3ccccn3)c(=O)c3ccccc23)cc1	-0.5	7	i	-13	i	-2	i	i	-3	i	i
O=C(NCCc1c[nH]c2ccccc12)c1cnccn1	1.5	-80	i	-9	i	-2	i	i	8	i	i
COC(=O)CSC1=C(C#N)C(c2ccc(F)cc2)CC(=O)N1 (stereo unspecified)	-0.5	-1	i	3	i	-4	i	i	5	i	i
CC1CCCCN1C(=O)Cn1cc(C=O)c2ccccc21 (stereo unspecified)	0.1	19	i	-10	i	2	i	i	0	i	i
O=C1c2oc3ccc(Br)cc3c(=O)c2C(c2cccc(F)c2)N1CCO (stereo unspecified)	-0.2	6	i	-15	i	2	i	i	-8	i	i
CCOC(=O)c1c(/N=C/c2cccc(C)c2O)sc2c1CCN(C)C2	-0.3	-28	i	-6	i	1	i	i	3	i	i
COc1ccc(NS(=O)(=O)c2cccc(C(=O)NNC(=O)CNC(=O)c3cccc(C)c3)c2)cc1	0.4	-7	i	-35	i	-10	i	i	-9	i	i
COc1ccc(NC(=O)NNC(=O)C(C)Oc2ccc3ccccc3c2)cc1 (stereo unspecified)	-0.5	-4	i	13	i	-15	i	i	2	i	i
Fc1ccc(Cl)cc1/C=N/n1cnnc1SCc1ccccc1	0.5	14	i	-58	i	-1	i	i	-4	i	i

Single values from the list:
`O=C1c2oc3ccc(Br)cc3c(=O)c2C(c2cccc(F)c2)N1CCO` (stereo unspecified) – IEC-6 tox: -8
`COc1ccc(-n2nc(C(=O)NCC(=O)Nc3cc(OC)ccc3OC)c3ccccc3c2=O)cc1` – HIF activator: -0.3
`Cc1ccc(-c2nn(-c3ccccn3)c(=O)c3ccccc23)cc1` – KLF5 inh: -13

Marked active in TRPC4 PAM, among the entries above:
molecule	aSyn 5UTR inh	KLF5 inh	TRPC4 block	TRPC4 PAM	MrgX1 antagonist	TRPC6 activator
CCCC/C(O)=C1\C(=O)CC(C)(C)CC1=Nc1ccc(OC)cc1	14	-19	i	12*	i	i

An excerpt from above in order of count of non-hydrogen atoms, lowest first.
SMILES	HIF activator	aSyn 5UTR inh	TRPC4 act	KLF5 inh	TRPC4 block	SKKanGAS inh	TRPC4 PAM	MrgX1 antagonist	IEC-6 tox	TRPC6 inhibitor	TRPC6 activator
Nc1c(Cl)ncnc1N1CCCC1	-0.7	4	i	2	i	-4	i	i	1	i	i
O=c1[nH]c2c(c3c1CCCC3)CCCC2	-0.3	-11	i	-17	i	3	i	i	-2	i	i
Cc1cc(N2CC(C)OC(C)C2)nc2ccccc12 (stereo unspecified)	0.2	-11	i	-1	i	-4	i	i	3	i	i
COC(=O)CSC1=C(C#N)C(c2ccc(F)cc2)CC(=O)N1 (stereo unspecified)	-0.5	-1	i	3	i	-4	i	i	5	i	i
CCCC/C(O)=C1\C(=O)CC(C)(C)CC1=Nc1ccc(OC)cc1	-0.6	14	i	-19	i	-3	12*	i	1	i	i
Cc1cc2c(cc1S(=O)(=O)Nc1ccc(F)cc1)n(C)c(=O)c(=O)n2C	-0.5	21	i	2	i	-6	i	i	14	i	i
CCCCOc1cccc(C(=O)N(Cc2ccccc2)C2CCS(=O)(=O)C2)c1 (stereo unspecified)	-0.1	21	i	-8	i	0	i	i	4	i	i
